Bioassay records: PubChem, Southern Research Specialized Biocontainment Screening Center
inhibitors of VEEV – inhibitors of VEEV TC-83 cytopathic effect, confirmation, Vero cells (AID 588727). inhibition, % at 20 µM, or IC50 in µM where a hit was titrated. Vero cells, VEEV TC-83 cytopathic effect inhibition; higher % means a stronger effect. 350,000 compounds, 0.13% hits; in the data active means a potency from the dose series; inconclusive means inhibition mostly from about 14% at the one dose, without a potency; inactive means the rest, 99 in 100 with inhibition below about 12%; further: strong numbers were not always called active
M. tuberculosis – growth inhibition of non-replicating M. tuberculosis (AID 488890) | one-dose inhibition, % at 25 µM; IC50 in µM for titrated hits | Mycobacterium tuberculosis non-replicating, growth inhibition; higher % means a stronger effect | 320,000 compounds, 0.39% hits; in the data active means a potency from the dose series; inconclusive means inhibition mostly from about 82% at the one dose, without a potency; inactive means the rest, 99 in 100 with inhibition below about 76%;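 further: plate controls were DMSO cells for no effect and high antibiotic wells for full effect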
Salmonella PhoP GFP – PhoP regulon inhibitors, Salmonella typhi PhoP promoter GFP reporter, confirmatory (AID 1850); 310,000 compounds, 0.33% hits; Salmonella Typhi PhoP-promoter GFP reporter, fluorescence, 4 h; higher % means a stronger effect; inhibition, % at 50 µM, or IC50 in µM where a hit was titrated; in the data active means a potency from the dose series; inconclusive means inhibition mostly from about 25% at the one dose, without a potency; inactive means the rest, 99 in 100 with inhibition below about 19%;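 further: 0% = induced wells with vehicle and 100% = uninduced wells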
M. tuberculosis HTS – M. tuberculosis growth inhibition, HTS (AID 449762); M. tuberculosis H37Rv growth inhibition, 7H9 media; higher % means a stronger effect; inhibition, % at 25 µM; hits with a dose series show IC50 in µM; 330,000 compounds, 0.59% hits; in the data active means a potency from the dose series; inconclusive means inhibition above about 70% without an active follow-up result;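 further: bacterial growth assessed after seven days of incubation; strong numbers were not always called active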
influenza NS1A – H1N1 influenza NS1A inhibitors, functional cell based assay (AID 504329); NS1A functional cell-based assay, percent inhibition; higher % means a stronger effect; inhibition, % at 12.5 µM, or IC50 in µM where a hit was titrated; 340,000 compounds, 0.3% hits; in the data active means a potency from the dose series; inconclusive means inhibition above about 27% without an active follow-up result; further: strong numbers were not always called active
inhibitors of VEEV 10K pilot screen – second read-out of inhibitors of VEEV, no call of its own (marks repeat the call); inhibition, %; measured here: 10K pilot screen inhibition
An asterisk follows results filed as active.

Screening O=C(O)/C=C/C(=O)Nc1ccc(-n2nccc2C(F)(F)F)cc1 returned inhibitors of VEEV inactive, M. tuberculosis 42%, Salmonella PhoP GFP -4%, M. tuberculosis HTS inconclusive and influenza NS1A 7%.
O=C(CCCCCN1C(=O)c2cccc3cccc(c23)C1=O)NCc1cccnc1 was read as inhibitors of VEEV 2.1%, M. tuberculosis 1%, Salmonella PhoP GFP 0% and M. tuberculosis HTS -3%.
`Cc1cc(NC(=O)c2ccc(COc3ccc(Cl)c(C)c3)o2)no1` gave inhibitors of VEEV 2.1%, M. tuberculosis 34%, Salmonella PhoP GFP -3%, M. tuberculosis HTS 5% and influenza NS1A -2%.
COc1cc2nc(Cl)nc(N3CCOCC3)c2cc1OC was read as inhibitors of VEEV 1.8%, M. tuberculosis -2%, Salmonella PhoP GFP 0%, M. tuberculosis HTS -4% and influenza NS1A 1%.
For COc1ccc(NC(=O)C(=O)N/N=C(\C)CC(=O)Nc2ccccn2)c(OC)c1 the results were inhibitors of VEEV 4.1%, M. tuberculosis -1%, Salmonella PhoP GFP 4%, M. tuberculosis HTS -7% and influenza NS1A 2%.
For Cc1nnc(-c2ccc(Cl)cc2)nc1NCCN(C)C the results were inhibitors of VEEV 1.8%, M. tuberculosis -35%, Salmonella PhoP GFP -3%, M. tuberculosis HTS 2% and influenza NS1A -6%.
Screening CCN(CC)C(=O)C1CCCN(Cc2ccc(OC)c(C)c2)C1 (configuration not stated) returned inhibitors of VEEV 0.9%, M. tuberculosis -1%, Salmonella PhoP GFP -5%, M. tuberculosis HTS -9% and influenza NS1A -4%.
O=C(CNc1ccccc1F)Nc1cccc(S(=O)(=O)N2CCCCC2)c1 was read as inhibitors of VEEV 11% and influenza NS1A 8%.
Screening CCCCS(=O)CC(COCc1ccccc1)OC(=O)CSc1nc(C)cc(C)n1 (configuration not stated) returned inhibitors of VEEV 1.2%, M. tuberculosis 0%, Salmonella PhoP GFP -6%, M. tuberculosis HTS -6% and influenza NS1A -12%.
Screening S=c1[nH]c2cc(Cl)c3cccnc3c2o1 returned inhibitors of VEEV 3.5%, M. tuberculosis -9%, Salmonella PhoP GFP -18%, M. tuberculosis HTS 2% and influenza NS1A 0%.
Cc1ccc(C)c(N(C(=O)Cn2nnc3ccccc32)C(C(=O)NCc2ccco2)c2ccncc2)c1 (configuration not stated) was read as inhibitors of VEEV 2.0%, M. tuberculosis 60%, Salmonella PhoP GFP -1%, M. tuberculosis HTS 3% and influenza NS1A 6%.
Screening O=C(CCCn1c(=S)[nH]c2ccccc2c1=O)NCCSCc1ccccc1 returned inhibitors of VEEV 0.0%, M. tuberculosis -18%, Salmonella PhoP GFP 14%, M. tuberculosis HTS -8% and influenza NS1A -2%.
For COc1ccc(CCNC(=O)c2ccco2)cc1 the results were inhibitors of VEEV inactive, M. tuberculosis 38%, Salmonella PhoP GFP 2%, M. tuberculosis HTS -2% and influenza NS1A -54%.
Screening O=C(c1cccc(S(=O)(=O)N2CCCCC2)c1)N1CCN(S(=O)(=O)c2ccc(F)cc2)CC1 returned inhibitors of VEEV 1.9%, M. tuberculosis -1%, Salmonella PhoP GFP 4%, M. tuberculosis HTS 2% and influenza NS1A 1%.
For CCOc1ccc(NC(=S)N2CCN(S(=O)(=O)c3ccccc3)CC2)cc1 the results were inhibitors of VEEV 9.0%, M. tuberculosis 8%, Salmonella PhoP GFP -3%, M. tuberculosis HTS -8% and influenza NS1A 25%.
For CC(=O)Nc1ccc(S(=O)(=O)NNC(=O)c2ccc(S(=O)(=O)N3CCCCC3)cc2)cc1 the results were inhibitors of VEEV 0.1%, M. tuberculosis 0%, Salmonella PhoP GFP -5%, M. tuberculosis HTS -1% and influenza NS1A -1%.
Screening C=CCOC(=O)C1=C[C@H](c2ccc(C(F)(F)F)cc2)C[C@H](OCCCCO)O1 returned inhibitors of VEEV inactive, M. tuberculosis 11%, Salmonella PhoP GFP 9%, M. tuberculosis HTS 3%, influenza NS1A -3% and inhibitors of VEEV 10K pilot screen 0.0.
`CNS(=O)(=O)c1cccc(C(=O)OCC(=O)Nc2ccccc2F)c1` gave inhibitors of VEEV 0.8%, M. tuberculosis 5%, Salmonella PhoP GFP -11%, M. tuberculosis HTS -9% and influenza NS1A 1%.
`COc1cc(NC(=S)N2CCCCC2C)c(OC)cc1Cl` (configuration not stated) gave inhibitors of VEEV 1.0%, M. tuberculosis 29%, Salmonella PhoP GFP -16%, M. tuberculosis HTS 5% and influenza NS1A -17%.
CCc1cc2c(=O)c(-c3cnn(-c4ccccc4)c3)c(C)oc2cc1OCC(=O)Nc1ccc(F)c(F)c1 was read as inhibitors of VEEV 1.0%, M. tuberculosis -2%, Salmonella PhoP GFP -2%, M. tuberculosis HTS 8% and influenza NS1A -10%.
Cc1ccc(NC(=S)NCc2ccco2)c(C)c1 was read as inhibitors of VEEV 1.4%, M. tuberculosis 12%, Salmonella PhoP GFP -6%, M. tuberculosis HTS 4% and influenza NS1A 1%.
Screening O=C(Nc1cc(S(=O)(=O)N2CCCCC2)ccc1N1CCCCC1)C1CC1 returned inhibitors of VEEV inactive, M. tuberculosis 21%, Salmonella PhoP GFP -2%, M. tuberculosis HTS -4% and influenza NS1A -4%.
For CC(C)CN1C(=O)C(=O)N(CC(=O)N(C)CC(=O)Nc2ccc(Cl)c(C(F)(F)F)c2)C1=O the results were inhibitors of VEEV 2.0%, M. tuberculosis 3%, M. tuberculosis HTS 0% and influenza NS1A -1%.
`Cc1cccc(NC(=O)C2CCN(S(=O)(=O)c3ccc4c(c3)OCCCO4)CC2)n1` gave inhibitors of VEEV inactive, M. tuberculosis 20%, Salmonella PhoP GFP 7%, M. tuberculosis HTS -4% and influenza NS1A -1%.
Screening CC(C)N(Cc1nc(-c2ccc(Cl)cc2)no1)Cc1nccn1C returned inhibitors of VEEV inactive, M. tuberculosis 13%, Salmonella PhoP GFP 4%, M. tuberculosis HTS 1% and influenza NS1A -8%.
For COc1ccc(C2C(C(=O)Nc3cccnc3)=C(C)Nc3nc(-c4ccco4)nn32)cc1 (configuration not stated) the results were inhibitors of VEEV 2.1%, M. tuberculosis 20%, Salmonella PhoP GFP -1%, M. tuberculosis HTS -1% and influenza NS1A 0%.
Screening CCOC(=O)Nc1sc2nc(C)cc(C)c2c1-n1cccc1 returned inhibitors of VEEV 6.6%, M. tuberculosis -2%, Salmonella PhoP GFP 2%, M. tuberculosis HTS -3% and influenza NS1A 7%.
Cc1ccc(C(=O)COC(=O)C(C)N2C(=O)C3C4CCC(C4)C3C2=O)cc1 (configuration not stated) was read as inhibitors of VEEV 1.0%, M. tuberculosis 7%, Salmonella PhoP GFP 12%, M. tuberculosis HTS 1% and influenza NS1A -2%.
Screening COC(=O)c1cc2sccc2n1CC(=O)Nc1ccc(OC)c(OC)c1OC returned inhibitors of VEEV 0.9%, M. tuberculosis 5%, Salmonella PhoP GFP -10%, M. tuberculosis HTS -3% and influenza NS1A 4%.
CC(=O)Oc1cccc(N2C(=O)C3CC=C(Cl)CC3C2=O)c1 (configuration not stated) was read as inhibitors of VEEV 0.9%, M. tuberculosis -18%, Salmonella PhoP GFP 1%, M. tuberculosis HTS -7% and influenza NS1A -14%.
`CC(=O)Nc1ccc(NC(=O)c2ccccc2CC[N+](=O)[O-])cc1` gave inhibitors of VEEV 1.5%, M. tuberculosis -10%, Salmonella PhoP GFP 5%, M. tuberculosis HTS -10% and influenza NS1A -11%.
Screening N#CCC(=O)Nc1ccc(C(=O)NCCC(c2ccccc2)c2ccccc2)cc1 returned inhibitors of VEEV 2.1%, M. tuberculosis -8%, Salmonella PhoP GFP 6%, M. tuberculosis HTS -1% and influenza NS1A 3%.
`CCN(CC)CCOc1ccc(Br)cc1` gave inhibitors of VEEV inactive, M. tuberculosis -4%, Salmonella PhoP GFP -3%, M. tuberculosis HTS 5% and influenza NS1A 1%.
For O=C(O)c1ccc2c(c1)C(=O)N(c1cccc(-c3nc4ccccc4s3)c1)C2=O the results were inhibitors of VEEV 4.8%, M. tuberculosis -7%, Salmonella PhoP GFP -9%, M. tuberculosis HTS 1% and influenza NS1A -5%.
For CCn1cc(C(=O)NCCCN2CC(C)CC(C)C2)c2cc(OC)c(OC)cc2c1=O (configuration not stated) the results were inhibitors of VEEV 1.4%, M. tuberculosis 11%, Salmonella PhoP GFP -7%, M. tuberculosis HTS 3% and influenza NS1A -3%.
Screening COc1ccc(NC(=O)c2c(NC(=O)CNCc3ccco3)sc3c2CCC3)cc1 returned inhibitors of VEEV 7.1%, M. tuberculosis 42%, Salmonella PhoP GFP 15%, M. tuberculosis HTS 6% and influenza NS1A -4%.
Screening CCOCCOC(=O)C(C)Oc1ccc(Oc2nc(Cl)ccc2Cl)cc1 (configuration not stated) returned inhibitors of VEEV 0.7%, M. tuberculosis inconclusive, Salmonella PhoP GFP -4%, M. tuberculosis HTS inconclusive and influenza NS1A -15%.
Cc1ccc(S(=O)(=O)CC(=O)Nc2cc(C)on2)cc1 was read as inhibitors of VEEV 0.8%, M. tuberculosis 8%, Salmonella PhoP GFP 9%, M. tuberculosis HTS -3% and influenza NS1A -6%.
`Cc1ccccc1OCC(=O)Nc1nnc(-c2ccncc2)s1` gave inhibitors of VEEV 0.3%, M. tuberculosis 1%, Salmonella PhoP GFP 6%, M. tuberculosis HTS -2% and influenza NS1A 5%.
`Cc1nc(-c2c(-c3ccc(O)cc3O)noc2C(F)(F)F)cs1` gave inhibitors of VEEV 0.6%, M. tuberculosis 7%, Salmonella PhoP GFP -3%, M. tuberculosis HTS 3%, influenza NS1A 1% and inhibitors of VEEV 10K pilot screen 3.4.
Screening CC1CN(C(=O)c2ccc3c(c2)OCO3)OC(c2ccccc2)O1 (configuration not stated) returned inhibitors of VEEV 1.9%, M. tuberculosis 10%, Salmonella PhoP GFP -3%, M. tuberculosis HTS 0% and influenza NS1A -4%.
`CCn1cc(C(=O)NCCCN(C)c2ccccc2)c(=O)c2cc(S(=O)(=O)N(C)C)ccc21` gave inhibitors of VEEV 8.1%, M. tuberculosis 9%, Salmonella PhoP GFP 6%, M. tuberculosis HTS 66% and influenza NS1A 10%.
CCCCNC(=S)Nc1cccc2cnccc12 was read as inhibitors of VEEV 0.1%, M. tuberculosis inconclusive, Salmonella PhoP GFP -7%, M. tuberculosis HTS -2% and influenza NS1A -10%.
c1ccc2c(N3CCOCC3)nc(N3CCOCC3)nc2c1 was read as inhibitors of VEEV 0.8%, M. tuberculosis -4%, Salmonella PhoP GFP -9%, M. tuberculosis HTS -7% and influenza NS1A 22%.
`COc1ccc2cc(C3c4cc(OC)c(OC)cc4CCN3C(=O)c3ccco3)c(=O)[nH]c2c1` (configuration not stated) gave inhibitors of VEEV 4.0%, M. tuberculosis 17%, Salmonella PhoP GFP 12%, M. tuberculosis HTS 11% and influenza NS1A 3%.
For Oc1ccc(Cl)cc1CNn1cnnc1 the results were inhibitors of VEEV 0.9%, M. tuberculosis 3%, Salmonella PhoP GFP 10%, M. tuberculosis HTS -6% and influenza NS1A -4%.
For CCN(CC)S(=O)(=O)c1ccc(C(=O)Nc2ncn(Cc3ccccc3)n2)cc1 the results were inhibitors of VEEV inactive, M. tuberculosis -28%, Salmonella PhoP GFP 5%, M. tuberculosis HTS -9% and influenza NS1A 23%.
`O=c1c2c3c(sc2n2cnnc2n1Cc1ccccc1)CN(Cc1ccccc1)CC3` gave inhibitors of VEEV 4.4%, M. tuberculosis 19%, Salmonella PhoP GFP 6%, M. tuberculosis HTS 2% and influenza NS1A 27%.
CCc1ccc(C(c2ccc(CC)cc2)C(Cl)Cl)cc1 was read as inhibitors of VEEV 0.6%, M. tuberculosis 30%, M. tuberculosis HTS 2% and influenza NS1A -5%.
`O=C(OC1CC2CCC(N2)C1C(=O)O)c1ccccc1` (configuration not stated) gave inhibitors of VEEV 1.3%, M. tuberculosis -9%, M. tuberculosis HTS -3% and influenza NS1A -5%.
